From PubChem BioAssay
LMPTP block: LMPTP phosphatase inhibitors, primary screen, biochemical, fluorescence intensity, uHTS | inhibition, % at 20 µM | recombinant LMPTP-A, OMFP fluorogenic substrate | Low molecular weight phosphotyrosine protein phosphatase (Homo sapiens), P24666 | 360,000 tested, 0.22% active;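 active means compounds that cut the enzyme signal by at least half of the control window in the single-dose screen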;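 further: plate controls were DMSO wells with enzyme plus substrate for no effect and substrate without enzyme for full effect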
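Test system: LMPTP-A phosphatase enzyme. Amount: LMPTP-A at 0.625 nM final in the reaction. Reagent: OMFP substrate, 400 µM final. Times: 50 min at room temperature. Signal: endpoint fluorescence intensity from OMFP dephosphorylation. Read-out basis: % inhibition. Benchmarks: no-enzyme and uninhibited controls.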
Rpn11 inh: Rpn11 (PSMD14) deubiquitinase inhibitors, primary screen, biochemical, fluorescence polarization, uHTS | 26S proteasome non-ATPase regulatory subunit 14 (Homo sapiens), O00487 | calls only at 20 µM | AID 588493, 2011 | human 26S proteasome, Ub4-pepOG fluorescence polarization; 20S core pre-blocked with epoxomicin | 360,000 tested, 0.59% active;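 active means inhibition at 20 µM, scaled to each plate's controls, above about 33%, limit read from the data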
STEP block: STEP phosphatase inhibitors, primary screen, biochemical, fluorescence intensity, uHTS | Tyrosine-protein phosphatase non-receptor type 5 (Homo sapiens), P54829 | recombinant STEP, OMFP fluorogenic substrate | 360,000 tested, 0.25% active | AID 588621, 2011 | inhibition, % at 20 µM;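 active means inhibition at 20 µM, scaled per plate between control wells, above about 37%, limit read from the data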;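 further: 0% = DMSO with enzyme and substrate and 100% = substrate only without enzyme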
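Material: STEP (striatal-enriched tyrosine phosphatase) enzyme, cell-free; Compound dosing: 20 µM single dose in 1% DMSO; Technique: fluorescence read at 480 nm ex / 540 nm em; Times: reaction 20 min, ambient temperature; Medium: 50 mM Bis-Tris pH 6.0 with 2.5 mM DTT and 0.005% Tween 20; Also added: OMFP at 25 µM.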
NadD block: inhibitors of S. aureus NadD, primary screen, biochemical, colorimetric, uHTS | 360,000 tested, 0.78% active | Nicotinate-nucleotide adenylyltransferase NadD (Staphylococcus aureus N315) | purified NadD enzyme, colorimetric absorbance read-out | inhibition, % at 20 µM | AID 602399, 2012; in the data active means inhibition above about 26%; further: some compounds past the cut are filed as inactive
SUMO1 PPI mod: modulators of SUMO1 protein-protein interactions, primary screen, biochemical, uHTS; Small ubiquitin-related modifier 1 (Homo sapiens), P63165; SUMO1 binding to a labelled peptide, TR-FRET, 1 h; inhibition, % at 20 µM; 360,000 tested, 0.33% active; AID 602429, 2012; in the data active means inhibition above about 37%
SKN-1 block: suppressors of acrylamide-induced Pgst-4::GFP reporter in worms, primary screen, SKN-1 inhibitor project, whole organism, uHTS, GFP/RFP fluorescence ratio, strain VP596; C. elegans VP596 Pgst-4::GFP/RFP ratio, 24 h; inhibition, % at 21.8 µM; 360,000 tested, 0.49% active;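 active means interference check ratio from 0.5 to 1.5 plus GFP to RFP signal ratio inhibition reaching or exceeding a fixed threshold, cut at about 30% in these data, passing the limit was not always enough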; further: some compounds called inactive have numbers as strong as hits
CendR NRP1 mod: modulators of CendR peptide binding to NRP-1, primary screen, biochemical, fluorescence polarization, uHTS; FAM-RPARPAR peptide binding to NRP-1; 360,000 tested, 0.85% active; Neuropilin-1 (Homo sapiens), O14786; inhibition, % at 25 µM;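 active means inhibition or corrected inhibition above about 18%, plus a signal ratio from 0.5 to 1.5, limit read from the data, passing the limit was not always enough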; further: strong numbers were not always called active
Target sequence (O14786 whole entry, looked up): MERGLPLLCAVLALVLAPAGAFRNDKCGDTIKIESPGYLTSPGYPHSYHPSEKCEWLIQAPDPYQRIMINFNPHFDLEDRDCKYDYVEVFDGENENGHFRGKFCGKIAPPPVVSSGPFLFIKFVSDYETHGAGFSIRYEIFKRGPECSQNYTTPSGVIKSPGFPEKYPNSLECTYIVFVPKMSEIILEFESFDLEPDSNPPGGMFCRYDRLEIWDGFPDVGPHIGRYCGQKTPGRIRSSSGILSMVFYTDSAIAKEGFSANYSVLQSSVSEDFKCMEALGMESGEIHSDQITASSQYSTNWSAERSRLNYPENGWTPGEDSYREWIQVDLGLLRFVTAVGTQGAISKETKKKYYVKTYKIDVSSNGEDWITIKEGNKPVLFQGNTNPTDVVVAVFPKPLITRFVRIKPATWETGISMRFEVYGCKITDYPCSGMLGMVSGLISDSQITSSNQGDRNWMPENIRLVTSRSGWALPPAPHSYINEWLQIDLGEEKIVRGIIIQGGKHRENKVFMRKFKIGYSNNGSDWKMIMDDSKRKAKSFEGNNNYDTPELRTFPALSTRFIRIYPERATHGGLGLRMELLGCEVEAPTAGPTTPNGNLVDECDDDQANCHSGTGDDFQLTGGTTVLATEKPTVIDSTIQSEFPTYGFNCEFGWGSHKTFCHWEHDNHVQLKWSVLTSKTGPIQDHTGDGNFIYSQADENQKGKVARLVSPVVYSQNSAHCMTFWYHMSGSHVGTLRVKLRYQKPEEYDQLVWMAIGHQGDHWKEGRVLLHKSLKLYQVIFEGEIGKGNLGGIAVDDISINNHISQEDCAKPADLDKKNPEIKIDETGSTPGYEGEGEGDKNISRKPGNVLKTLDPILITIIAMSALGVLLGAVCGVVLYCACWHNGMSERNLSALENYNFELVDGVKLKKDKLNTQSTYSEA
MT1-MMP act inh: blockers of MT1-MMP proenzyme processing, primary screen, HT1080 RFP-PRO-GFP cells, GFP/RFP fluorescence; GFP/RFP ratio fluorescence, overnight; percent of plate control window, DMSO zero; 360,000 tested, 0.061% active; GFP/RFP ratio change, % at 20 µM; Matrix metalloproteinase-14 (Homo sapiens), P50281;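 active means GFP/RFP ratio change of at least 30% with cell ATP level not reduced by more than half and red fluorescence within 50% of control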; further: strong numbers were not always called active
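Test system: HT1080 cells expressing an RFP-PRO-GFP fluorescent reporter construct / Compound dosing: single-point 20 µM compound, 1% DMSO / Schedule: cells overnight before dosing, compound overnight, 37 °C, 5% CO2 / Evaluation: GFP/RFP fluorescence ratio / Control set: DMSO and RFP-L50D-GFP cell wells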
DNMT1 inh: human DNMT1 methyltransferase inhibitors, primary screen, biochemical, molecular beacon, fluorescence, HinP1I cleavage, uHTS | 360,000 tested, 0.83% active | DNA (cytosine-5)-methyltransferase 1 (Homo sapiens), P26358 | inhibition (reported as % activation of signal), % at 10 µM; in the data active means inhibition above about 50%
Scp1 inh: Scp-1 phosphatase inhibitors, primary screen, biochemical, colorimetric, uHTS; Carboxy-terminal domain RNA polymerase II polypeptide A small phosphatase 1 (Homo …; Recombinant Scp1, phosphopeptide, malachite green phosphate absorbance; inhibition, % at 20 µM; 340,000 tested, 0.88% active;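 active means inhibition above about 50% at 20 µM, limit read from the data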;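 further: plate controls were DMSO wells with enzyme for no effect and wells lacking enzyme for full effect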
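Test system: SCP-1 phosphatase catalytic domain, residues 76-261 | Compound dosing: One concentration, 20 µM, with 1.0% DMSO | Schedule: 45 min room-temperature reaction, 5 min colour, 30 min stabiliser | Detection: Absorbance at 630 nm | Read-out basis: % inhibition of SCP-1 phosphate liberation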
Starred values were filed as active, the others as inactive; i = inactive; nt = no result given.

#1 CCOc1ccc(/C=N/NC(=O)Cc2ccccc2)cc1CN1CC2CC(C1)c1cccc(=O)n1C2 (stereo not given)
#2 CC1=CSC2=NS(=O)(=O)CCN12
#3 Cc1cc(N2CCN(S(=O)(=O)c3ccc(Cl)c(Cl)c3)CC2)c2ccccc2n1
#4 CC(C)OCCCNC(=O)C1CCC(CNS(=O)(=O)c2cccc3nsnc23)CC1 (stereo not given)
#5 COc1ccc(CNC(=O)Cn2cc(C)c(=O)[nH]c2=O)cc1
#6 Cc1ccc(C(=O)O)cc1N1C(=O)c2cccc3c([N+](=O)[O-])ccc(c23)C1=O
#7 COc1ccc(C(C)=O)cc1CN1C(=O)NC2(CCCCCC2)C1=O
#8 CCCOc1ccc(-c2nc(N3CCN(C)CC3)c3ccccc3n2)cc1
assay / entry	1	2	3	4	5	6	7	8
LMPTP block	0.6	-1.5	55*	-0.1	-2.8	-0.1	-0.8	8.2
Rpn11 inh	i	i	i	i	i	i	i	i
STEP block	2	1	3	-4	-2	1	1	3
NadD block	6	2	12	-5	-4	0	4	-7
SUMO1 PPI mod	-4	1	7	-26	-2	15	-2	-4
SKN-1 block	13	4	-14	1	-8	-47	14	6
CendR NRP1 mod	5	9	13	2	-1	-53	13	6
MT1-MMP act inh	-2	1	1	3	-1	-81	8	-2
DNMT1 inh	-8	2	-2	0	1	60*	-15	2
Scp1 inh	-9	-11	6	-7	-4	10	-2	-10

#9 COc1cc(C2NC(=O)NC(C)=C2C(C)=O)ccc1O (stereo not given)
#10 Cc1nc(SCc2ccc([N+](=O)[O-])cc2)nc2ccccc12
#11 Cc1cc(OCCn2ccnc2)cc(C(C)C)c1
#12 Cc1cc(NC(=O)c2ccoc2C)ccc1Br
#13 CCCn1cnc2c(SCCc3ccccc3)nc(N)nc21
#14 Cc1ccc(C)c(S(=O)(=O)N2CCN(C(=O)CCc3c[nH]c4ccccc34)CC2)c1
#15 O=C(CCC(=O)NNC(=O)c1ccc(Cl)cc1Cl)NCc1ccccc1
#16 Cc1[nH]ccc(=O)c1Cc1c(Cl)cccc1Cl
assay / entry	9	10	11	12	13	14	15	16
LMPTP block	-1.9	1.4	-1.9	1.9	-1.2	-0.5	0.2	78*
Rpn11 inh	i	i	i	i	i	i	i	i
STEP block	0	2	-2	4	-2	-1	-1	-1
NadD block	-6	0	-1	-13	-3	-7	6	-4
SUMO1 PPI mod	4	3	1	-3	6	-1	1	0
SKN-1 block	-7	-12	7	18	31	15	-1	-7
CendR NRP1 mod	-10	-6	1	5	3	2	1	11
MT1-MMP act inh	-1	6	6	-3	4	-4	-3	0
DNMT1 inh	2	-2	1	0	2	1	7	-2
Scp1 inh	3	-8	-14	-13	-3	-13	6	-6

#17 CCOC(=O)c1cc(C(=O)Nc2ccc(S(=O)(=O)Nc3ccc(OC)cc3)cc2)nn1C
#18 CC(C)C(=O)NNC(=O)c1csc(CS(=O)(=O)c2ccc(Cl)cc2)n1
#19 Cc1cc(Br)ccc1NC(=O)CN(C)Cc1cccs1
#20 COc1ccc(C(=O)NC2CCN(C(=S)NCCc3ccccc3)CC2)cc1
#21 CC(NC(=O)C1CCN(c2nnc(N3CCCC3=O)s2)CC1)c1ccccc1 (stereo not given)
#22 O=C(NCc1ccc(F)cc1)C1CCCN1C(=O)Nc1ccccc1 (stereo not given)
#23 O=C(Nc1ccc2c(c1)OCO2)c1ccc(CO)cc1
#24 Cc1ccccc1C(=O)Nc1ccc2c(c1)C(=O)NC2=O
assay / entry	17	18	19	20	21	22	23	24
LMPTP block	0.8	-4.3	1.0	-0.5	0.2	-1.1	0.0	-12
Rpn11 inh	i	i	i	i	i	i	i	i
STEP block	-1	-2	1	2	0	-1	2	0
NadD block	-6	-1	-2	6	5	4	4	-4
SUMO1 PPI mod	3	2	3	2	0	1	1	-4
SKN-1 block	-4	13	17	10	3	12	-7	-8
CendR NRP1 mod	9	-4	2	-3	8	16	11	7
MT1-MMP act inh	4	1	0	-4	-3	-2	1	0
DNMT1 inh	-2	-1	0	-1	-5	1	1	0
Scp1 inh	nt	-7	-6	13	-7	0	5	-2

#25 COc1ccc(Cl)cc1NC(=O)CN1CCCCCC1
#26 Cc1ccc(-c2nnc(SCC(=O)N3CC(C)CC(C)C3)o2)cc1C (stereo not given)
#27 Cc1ccnc(NC(=O)c2ccc(S(=O)(=O)N3CCCCC3)cc2)c1
#28 COc1ccc(N2CCN(C(=O)CCC(=O)N3CC(C)Oc4ccccc43)CC2)cc1 (stereo not given)
#29 COC(=O)COc1cccc2c(=O)n(CC(=O)N3CCC(C)CC3)ccc12
#30 CCNc1nc(C(=O)O)nc(N2CCOCC2)n1
#31 Cc1ccc2cc(NC(=O)CC(CC(=O)O)c3ccccc3)ccc2n1 (stereo not given)
#32 Cc1nn(C2CCS(=O)(=O)C2)c(Cl)c1/C=C/C(=O)OCC(=O)c1cc(C)n(-c2ccc(F)cc2)c1C (stereo not given)
assay / entry	25	26	27	28	29	30	31	32
LMPTP block	1.0	1.3	0.2	-1.1	-0.1	-0.2	-0.4	0.9
Rpn11 inh	i	i	i	i	i	i	i	i
STEP block	-6	3	1	-2	-1	0	1	2
NadD block	-9	0	-1	1	-1	2	-1	8
SUMO1 PPI mod	0	11	5	-3	0	-2	18	-2
SKN-1 block	9	-12	-3	8	-9	-7	4	6
CendR NRP1 mod	-1	1	8	2	7	-16	5	-13
MT1-MMP act inh	1	6	0	1	-4	0	-3	-3
DNMT1 inh	-1	0	2	-1	0	0	1	-6
Scp1 inh	2	-4	4	-9	-10	5	-7	-11

#33 CC(=O)Nc1cc(-c2ccccc2N(C)C)cn2c(-c3ccc(F)c(Cl)c3)cnc12
#34 O=C(NCc1ccco1)c1cccc2c(-c3ccc(F)c(F)c3)coc12
#35 COC(=O)CCC(=O)OC1(C)C(=O)C=C2C=C(C3CC3)N(Cc3ccc(OC)cc3)C=C2C1=O (stereo not given)
#36 CCCCCCSc1cc(-c2nc3cnccn3c2NCCCC)ccc1OC
#37 Cc1cc(-c2nnc(SCC(=O)Nc3ccc(F)cc3F)n2N)n[nH]1
#38 COc1ccccc1C1CCN(Cc2ccc(C)cc2)CC1
#39 CC(=O)Nc1ccc(OCC(O)CN2C(C)CCCC2C)cc1 (stereo not given)
#40 CCCc1nc(N)c(C#N)c(N)c1C#N
assay / entry	33	34	35	36	37	38	39	40
LMPTP block	2.4	5.4	3.1	2.1	-1.6	-2.1	-0.8	-1.0
Rpn11 inh	i	i	i	i	i	i	i	i
STEP block	-2	3	2	2	0	-2	-1	-2
NadD block	1	-3	2	7	-4	-2	-2	-6
SUMO1 PPI mod	-9	10	-15	5	-2	3	-3	2
SKN-1 block	3	22	8	-2	-3	-31	5	-5
CendR NRP1 mod	-1	-5	8	-32	4	-5	10	9
MT1-MMP act inh	15	1	0	-17	1	0	2	8
DNMT1 inh	-5	0	-11	-24	3	2	-1	0
Scp1 inh	nt	nt	-2	14	-4	-6	-1	-10

#41 CN(C)CCCNc1nc2cc(-c3cncnc3)sc2c(=O)n1C
#42 CN(C)c1cc[n+](CC[n+]2ccc(N(C)C)cc2)cc1
#43 C=CCOc1ccc(/C=C\c2nc(O)c([N+](=O)[O-])c(=O)[nH]2)cc1OC
#44 O=C(CC[C@H]1O[C@@H](n2cnc3c(NC(=O)c4ccccc4)ncnc32)[C@H](O)[C@@H]1O)N[C@@H](CO)c1ccccc1
#45 N#CC1=C(SCC(=O)NCc2ccccc2)NC(=O)CC1c1ccco1 (stereo not given)
#46 COc1ccc(C(=O)Nc2cc3c(cc2N2CCOCC2)n(C)c(=O)n3C)cc1OC
#47 O=C(Cn1nc(CNc2ccc(Cl)cc2)[n+]2c1CCCCC2)c1ccc(Br)cc1
assay / entry	41	42	43	44	45	46	47
LMPTP block	-2.5	-2.9	-0.9	-0.9	1.0	0.4	-1.1
Rpn11 inh	i	i	i	i	i	i	i
STEP block	4	3	2	-2	0	1	5
NadD block	2	-2	1	-5	-2	1	1
SUMO1 PPI mod	-129	-3	7	6	1	6	2
SKN-1 block	-5	7	-17	20	-12	-9	10
CendR NRP1 mod	2	18	-33	11	-2	9	-14
MT1-MMP act inh	3	-3	1	0	-4	7	4
DNMT1 inh	3	6	9	-7	-5	1	7
Scp1 inh	nt	-3	62*	nt	0	-8	11
